Compound activity as filed in PubChem BioAssay.
TAG inh: inhibitors of triacylglycerol accumulation, primary screen, cell-based, uHTS, fluorescence, H9c2; AID 651582, 2012; 0.66% of 230,000 active; H9c2 cells, Nile Red lipid (TAG) fluorescence; cells loaded with 200 µM oleic acid; inhibition, % at 12.5 µM;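 active = pattern-corrected inhibition of lipid staining of at least 50% with the nuclear-stain viability signal not falling by more than 50%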;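 also: 0% = DMSO wells and 100% = triacsin C control wells; some results filed as inactive read as strong as hits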
TAG inh DAPI viability: recorded beside TAG inh, whose call it bears; DAPI nuclei signal change (viability), lower = more cytotoxic, %;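 whole-well DAPI fluorescence read on a plate reader as a viability signal; minus 50 percent equals half of cells still viable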
* marks the source's active call; other numbers are inactive results. A portion of the library; count on the stated rates, not on these rows.

Compound,TAG inh,TAG inh DAPI viability
Cc1nnc(SCc2nc3sc4c(c3c(=O)[nH]2)CCCC4)[nH]c1=O,-6,-6
Fc1ccc(CSc2nnc(-c3cc4c(s3)-c3ccccc3CC4)o2)cc1,0,54
CC1CC(C)CN(CCOCCSc2ccc(Cl)cc2)C1 (configuration not stated),-8,21
COc1ccccc1C(=O)NCCC(=O)NNC(=O)c1ccccc1O,-3,-9
CCn1c(C)nc2cc(C(=O)NNC(=S)Nc3ccc(C)cc3)ccc21,6,3
CCOc1ccc(-c2nc(CSCC(=O)NCc3ccco3)c(C)o2)cc1,4,0
O=C(NC1CCCCC1)c1cccc(Cn2cc(Cl)cn2)c1,-12,-4
CCOC(=O)Cc1csc(NC(=O)C2C3C=CC(C3)C2C(=O)O)n1 (configuration not stated),9,-13
CCN(C(=O)CSc1n[nH]c(-c2cccs2)n1)C1CCS(=O)(=O)C1 (configuration not stated),-11,2
CCOc1ccc(S(=O)(=O)N2CCC(C(=O)OC(C)C(=O)N3CCOCC3)CC2)cc1 (configuration not stated),9,-2
CC1CN(S(=O)(=O)c2cccc(C(=O)N3CCC(C(N)=O)CC3)c2)CC(C)O1 (configuration not stated),-1,-4
COc1ccc(C2/C(=C(/O)c3ccccc3)C(=O)C(=O)N2CO)cc1 (configuration not stated),0,-3
CCCN(C(=O)Cc1csc(-c2ccccc2)n1)C1CCS(=O)(=O)C1 (configuration not stated),27,-7
O=C(Oc1ccc(-c2nnco2)cc1)N1CCCCC1,-18,-7
O=C(Nc1cccc(F)c1)NC1(C(=O)N2CCN3CCCC3C2)CCCCC1 (configuration not stated),21,-1
C/C(=N\NC(=O)c1ccc2c(c1)OCO2)c1ccc(O)cc1,5,-3
c1cncc(-c2ccc3ncnc(NCc4cccs4)c3c2)c1,0,6
Cc1nn2cc(-c3ccc(Cl)cc3)cnc2c1Cl,7,-7
CC1(C)Oc2ccc(C(=O)NC3CCCC3)cc2N(CC(=O)N2CCOCC2)C1=O,-9,1
NC(=O)CCn1c(C(=O)c2cccc([N+](=O)[O-])c2)c2ccccc2[n+]1[O-],-9,-4
O=C1CCCC(O)=C1C=Nc1cccc(C(F)(F)F)c1,7,-6
CC(C)(C)NS(=O)(=O)c1ccc(-c2csnn2)s1,-16,15
CC(C)C(=O)N1CCC1(C)C(=O)Nc1cc(-c2ccccc2)nn1C (configuration not stated),1,1
Cc1ccc(S(=O)(=O)N2CCOCC2)cc1NC(=O)CSc1nnc(COc2ccccc2F)n1N,-3,0
C/C(=N\c1nc2ccccc2n1C)c1cc(Cl)ccc1O,1,0
O=C(COC(=O)Cc1n[nH]c(=O)c2ccccc12)NNC(=O)c1ccc(Cl)cc1,-13,-3
Cc1ccc2c(c1)C(c1ccc(O)cc1)(c1ccc(O)cc1)C(=O)N2C,-12,8
CCOc1ccc2nc(NC(=O)CSc3ccc(Cl)cc3)sc2c1,34,9
CC(O)CNc1nc(N)[nH]c(=O)c1N=Nc1ccccc1 (configuration not stated),8,4
O=C(Nc1ccc2c(c1)OCO2)c1ccncc1,-14,-10
CCN(CC)c1ccc(NC(=O)CN2CCN(CC(=O)Nc3ccccc3F)CC2)cc1,31,-2
CCCCN(C(=O)Cn1ncc(Cl)c(Cl)c1=O)c1c(N)n(CC(C)C)c(=O)[nH]c1=O,4,-5
Cn1nnc(NC(=S)NC(=O)c2ccc3ccccc3c2)n1,1,-8
Cc1cccc2sc(NS(C)(=O)=O)nc12,-16,13
CC(C)N1CCc2c(sc(NC(=O)c3nc4ccccc4s3)c2C(N)=O)C1,9,15
O=C(Nc1cc(S(=O)(=O)N2CCOCC2)ccc1N1CCOCC1)c1ccc(Cl)nc1,-3,8

Whole records from above:
O=C(Nc1ccc2c(c1)OCO2)c1ccncc1 is listed with TAG inh: -14; TAG inh DAPI viability: -10
O=C(COC(=O)Cc1n[nH]c(=O)c2ccccc12)NNC(=O)c1ccc(Cl)cc1 is listed with TAG inh: -13; TAG inh DAPI viability: -3

Further results
Compound,TAG inh,TAG inh DAPI viability
NC(=O)N/N=C/c1coc2ccc(O)cc2c1=O,-8,2
COC(=O)Nc1cc(C)nc2ccccc12,13,-26
CCN(CC)c1ncnc2c1ncn2[C@H]1CN(Cc2cc(OC)c(OC)c(OC)c2)C[C@@H](CO)O1,-2,0
O=C(Nc1ncc([N+](=O)[O-])s1)c1ccco1,1,2
Clc1ccc(-c2nnc(-c3ccc(Br)cc3)c(N3CCSCC3)n2)cc1,13,-4
C/C(=N\NC(=O)c1ccc(CSc2nncn2C)cc1)c1cccs1,-21,10
Cc1nc2c(C#N)cnn2c2c1CCNN2C,5,0
CCC(OC(=O)c1ccco1)C(=O)NCc1ccco1 (configuration not stated),-7,11
Cc1cc2c(c(=O)n1Cc1ccco1)C(c1cccnc1)C(C#N)=C(N)O2 (configuration not stated),-3,-6
CCCn1c(-c2cccs2)nc2c1c(=O)[nH]c(=O)n2Cc1ccccc1,9,-1
Cc1c(C(=O)NC(=S)Nc2cccnc2)cccc1[N+](=O)[O-],5,2
C=CCOc1cc(OC)c(OC)c(OC)c1,14,-3

Five entries drawn at random from the list so far:
Compound,TAG inh,TAG inh DAPI viability
C=CCOc1cc(OC)c(OC)c(OC)c1,14,-3
O=C(Nc1ncc([N+](=O)[O-])s1)c1ccco1,1,2
CCCn1c(-c2cccs2)nc2c1c(=O)[nH]c(=O)n2Cc1ccccc1,9,-1
CCN(CC)c1ncnc2c1ncn2[C@H]1CN(Cc2cc(OC)c(OC)c(OC)c2)C[C@@H](CO)O1,-2,0
Clc1ccc(-c2nnc(-c3ccc(Br)cc3)c(N3CCSCC3)n2)cc1,13,-4

Other entries
Compound,TAG inh,TAG inh DAPI viability
Cn1c(=O)c2c(nc(NCCNC(=O)c3ccco3)n2Cc2ccccc2Cl)n(C)c1=O,5,7
CC(=O)N1CCN=C1SCc1ccc(Cl)cc1,-3,-14
C/C(=N/OC(=O)c1ccc(C)cc1)c1cccs1,-18,1
Cc1ccc(NC(=O)C(C)Sc2nnc(C)n2C2CC2)cc1S(=O)(=O)N1CCOCC1 (configuration not stated),-1,-7
CCCn1c(SCC(=O)Nc2nc3ccccc3s2)nc2c1c(=O)n(C)c(=O)n2C,0,-10
Cc1ccc(NC(=O)COC(=O)c2sccc2C)cc1S(=O)(=O)N1CCOCC1,-23,-3
CCN(C(=O)COC(=O)c1cc(-c2ccccc2)nc2ccc(Br)cc12)C1CCS(=O)(=O)C1 (configuration not stated),2,-6
CC1CCCN(CCC(=O)c2ccc(Br)cc2)C1 (configuration not stated),11,4
CC(C)CN(C(=O)CSc1nnc2ccccn12)c1c(N)n(CC(C)C)c(=O)[nH]c1=O,-26,6
Cn1c(SCc2cccc(C(F)(F)F)c2)nnc1-c1ccco1,-6,1
COCCNC(=S)N1CCN(c2nc(-c3cccc(OC)c3)cs2)CC1,-12,5
O=c1cc(CSc2ccccn2)c2ccccc2[nH]1,-32,-5
COc1ccccc1CNC(=O)CN1C(=O)NC2(CCCc3sccc32)C1=O (configuration not stated),-4,-4
CCN(Cc1ccccc1)S(=O)(=O)c1ccc(C(=O)N(CCCN(C)C)c2nc3cc(C)cc(C)c3s2)cc1,-13,1
N#C/C(=C(O)\C=C\c1ccccc1)c1nc2ccccc2[nH]1,14,4
COc1cc(/C=C2/NC(=O)N(CC(=O)Nc3ccc(C)cc3)C2=O)ccc1Oc1ccc([N+](=O)[O-])cn1,3,-5
Cc1c(-c2ccco2)[n+](=O)c2c(n1[O-])CCCCC2,-5,-10
Cc1ccc(OC(C)C(=O)Nc2ccccc2C(=O)NCc2cccnc2)cc1C (configuration not stated),-28,1
CCOC(=O)NC(=O)COC(=O)Cc1cc(OC)c(OC)c(OC)c1,1,-8
COCCn1c(SCC(=O)Nc2ccc(OC)cc2OC)nc2ccccc2c1=O,-7,2
S=c1[nH]nc(-c2ccc(Br)cc2)n1-c1ccc2c(c1)OCCO2,0,2
COCCn1c(SCC(=O)Nc2cc(C)on2)nc2ccccc2c1=O,7,-14
Cc1cccc(C(=O)Nc2nnc(-c3ccc(C(C)(C)C)cc3)s2)c1,29,4
CCOC(=O)Cc1c(C)nc2cc(C)nn2c1C,-2,-1
O=C(CCNS(=O)(=O)c1ccc(Br)s1)N1CCN(c2ccccc2)CC1,-22,1
COC(=O)Oc1ccc(/C=N/NC(=O)CN(c2ccccc2Br)S(C)(=O)=O)cc1OC,-4,8
CCOCCCNCc1ccc(OC)c(OC)c1,11,-10
Cc1ccc(/C=C/C(=O)O)cc1S(=O)(=O)N1CCCCC1,0,-7
CCOC(=O)CCCCCN1C(=O)c2cccc3cccc(c23)C1=O,-10,3
Cc1ccc(CN2CC(C(=O)N3CCN(c4ccccc4O)CC3)CC2=O)cc1 (configuration not stated),-11,4
O=C(Nc1nccs1)c1ccc(COc2c(F)c(F)cc(F)c2F)o1,11,0
O=C(CN1CCN(C(=O)c2ccco2)CC1)Nc1c2c(nc3c1CCC3)CCCC2,-2,3
COCCCN=C1NN=C(c2cc(C)n(-c3ccccc3F)c2C)CS1,12,1
O=[N+]([O-])c1ccc(-c2cc(-c3ccc(Cl)cc3)n[nH]2)cc1,-37,6
O=C(C1CCN(c2nnc(-n3cccc3)s2)CC1)N1CCN(Cc2ccc3c(c2)OCO3)CC1,2,-10
Cc1oc(-c2cccc(Cl)c2)nc1CN1CCCC(C(=O)NC(C)c2ccc3c(c2)OCCO3)C1 (configuration not stated),14,-3
COc1ccc(CCNC(=O)CC2SC(=NCCc3ccccc3)NC2=O)cc1 (configuration not stated),9,1
O=S1(=O)CCN2C(c3ccco3)=CSC2=N1,5,1
O=C(NCC(c1ccco1)N1CCCCC1)c1cccc(NS(=O)(=O)c2ccc(Br)cc2)c1 (configuration not stated),-3,7
CCc1nc2ccc(C(=O)N3CCN(C(=O)c4ccco4)CC3)cn2c1N(CC)Cc1cccc(Br)c1,-7,19
COc1ccc(C(=O)C2CCCN(Cc3cccn3-c3ccc(Cl)cn3)C2)c(OC)c1 (configuration not stated),5,33
N#Cc1ccccc1S(=O)(=O)N1CCN(C(=O)Cc2coc3cc(O)ccc23)CC1,-12,-9
COc1ccc2c(c1)c(C(C)=O)c(C)n2-c1ccccc1OC,3,0
CN1CCC2(CC1)N=C(c1ccc(F)cc1)C(=S)N2C(=O)c1ccccc1,9,3
O=C(C1CC1)N1CCc2cc(Br)cc(S(=O)(=O)NC3CCCCC3)c21,-27,-1
Nc1c(Cl)ncnc1N/N=C/c1cccnc1,12,-10
CC1(c2ccccc2)NC(=O)N(CC(=O)Nc2ccc([N+](=O)[O-])cc2)C1=O (configuration not stated),-23,-4
COc1ccccc1OCCNC(=O)Nc1cc(F)c(F)cc1Cl,6,-6
C[C@@H]1CN([C@H](C)CO)C(=O)CCCn2cc(nn2)CO[C@H]1CN(C)S(=O)(=O)c1ccc(-c2ccccc2)cc1,11,-6
CC(=O)c1c(N2CCN(CCO)CC2)nc(=S)n(-c2ccccc2)c1C,9,-1
COc1ccc(NC(=O)CSc2ccc(C)cc2)cc1,-40,-1
CCc1ccc(OCc2n[nH]c(=S)n2C(C)CCCC(C)C)cc1 (configuration not stated),-6,16
CSc1cccc(NC(=S)N2CCC(N(C)C3CCCCC3C)CC2)c1 (configuration not stated),4,6
CN(Cc1ccc(F)cc1)C(=O)c1ccc(NS(=O)(=O)c2ccccc2)cc1,-15,-2
CC(C)C(NC(=O)C1CCCCC1)C(=O)Nc1ccncc1 (configuration not stated),-2,-11
Cc1n[nH]c(=O)c2ccccc12,4,1
CCC(=O)OC1(C)C(=O)C=C2C=C(c3ccc(C#N)cc3)OC=C2C1=O (configuration not stated),16,-6
O=C(CSc1ccccc1F)Nc1ccc2c(c1)OCO2,-12,7
CSc1ncccc1C(=O)OCC(=O)N(CC(C)C)C1CCS(=O)(=O)C1 (configuration not stated),-20,6
COc1ccccc1C(=O)NNC(=O)c1ccccc1F,1,-4

Later entries:
Compound,TAG inh,TAG inh DAPI viability
NCCCCCc1nnc(SCC(=O)c2ccc(Cl)cc2)o1,3,6
COc1cc(/C=C/C(=O)NCc2cccnc2)cc(OC)c1OC,33,-20
O=C1/C(=C/c2ccc(O)cc2)SC(=S)N1CC1CCCO1 (configuration not stated),19,-19
O=C(Nc1ccc2nc(-c3ccco3)c(-c3ccco3)nc2c1)NC1CC1,9,9
CCCNC(=O)c1ccc2snnc2c1,10,-10
O=C(NCc1cccnc1)C(=O)NCC1OCCCN1S(=O)(=O)c1ccc(F)cc1 (configuration not stated),18,-4
Cc1ccc(C(=O)OCC(=O)Nc2cc(Cl)ccc2C#N)o1,-6,-1
CCn1cc(C(=O)NCc2ccc3c(c2)OCO3)c(=O)c2cc(F)c(N3CCN(C(=O)c4ccco4)CC3)cc21,14,-3
OC1(c2cccs2)CN(c2ccccc2)C2=[N+]1CCCC2 (configuration not stated),-19,8
C=CCSC1=C(C#N)C(c2cccc(OC)c2)CC(=O)N1 (configuration not stated),-9,0
N#CCCN(C(=O)Nc1ccccc1)C1CCCCC1,-3,-3

In the list so far, these have a CF3 group.
Compound,TAG inh,TAG inh DAPI viability
O=C1CCCC(O)=C1C=Nc1cccc(C(F)(F)F)c1,7,-6
Cn1c(SCc2cccc(C(F)(F)F)c2)nnc1-c1ccco1,-6,1
